# core dimer inh – inhibitors of HCV core protein dimerization, primary screen, biochemical, TR-FRET, high-throughput; TR-FRET GST/Flag-core106 dimerization, 1536-well; actives 0.33% (n = 300,000); inhibition, % at 5 µM;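 active = inhibition above the mean of all tested compounds plus 3 SD, set per screening campaign, cut at about 45% in these data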
#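 System: GST/Flag-tagged HCV core106 proteins. Incubation: compound-protein-antibody incubation 4 h at 22.5 °C. Technique: HTRF with 340 nm excitation, 617/671 nm emission. Medium: KF-containing HEPES buffer, pH 7.45, DTT, CHAPS, BSA. Read-out: inhibition (%) from 671 over 617 nm ratio. Also added: Eu(K)-anti-GST 90 ng/mL plus XL665-anti-Flag 1 µg/mL.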
# Efflux pump inh – inhibitors of Candida efflux pumps in yeast, primary screen, S. cerevisiae, Nile Red, multiplex; S. cerevisiae Candida pump triplex; actives 0.44% (n = 330,000); inhibition, % at 10 µM;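 active = plate passing quality check with inhibition over a set limit, or well fluorescence over plate mean plus 4 SD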;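 note: Nile Red retained in pooled yeast measured as flow cytometry median fluorescence; 0% = buffer negative control and 100% = Enniatin B positive control; higher means more Nile Red kept so more efflux inhibition; some compounds called inactive have numbers as strong as hits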
# procasp3 activ – activators of human procaspase-3 D3A mutant, primary screen, biochemical, absorbance, PC-3 D3A mutant, single concentration | Caspase-3 (Homo sapiens), P42574 | recombinant procaspase-3 D3A, Ac-DEVD-pNA absorbance 405 nm | activation, % at 8.5 µM | actives 0.11% (n = 330,000) | AID 463141, 2010;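 active = activation above the mean of all tested compounds plus 3 SD, cut at about 21% in these data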;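 note: 0% = DMSO alone and 100% = DMSO wells spiked with extra 5 µM PC-3 D3A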
#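 Evaluation: percent activation relative to control range; Material: Procaspase-3 D3A mutant, all three cleavage aspartates alanine; Compound: single dose, 8.5 µM nominal compound, 0.8% DMSO; Replication: one well per compound; Signal: absorbance at 405 nm, 0 and 120 min; Schedule: 1 h preincubation plus 2 h reaction at 25 °C.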
# JMJD2C inh – inhibitors of GASC-1 histone demethylase, primary screen, biochemical, fluorescence, DELFIA europium | inhibition, % at 2.35 µM | actives 0.069% (n = 330,000) | GST-JMJD2C(1-420) H3K9me3 demethylation | AID 2099, 2009 | Lysine-specific demethylase 4C (Homo sapiens), Q9H3R0;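 active = more than half of a compound's replicate wells show inhibition beyond 50%, single wells judged on their own value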;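 note: signal counts dimethyl H3K9 product captured on neutravidin plate; 0% = median of DMSO wells and 100% = 0.3 times that DMSO median; strong numbers were not always called active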
# Target sequence (Q9H3R0 1-420 limits assumed): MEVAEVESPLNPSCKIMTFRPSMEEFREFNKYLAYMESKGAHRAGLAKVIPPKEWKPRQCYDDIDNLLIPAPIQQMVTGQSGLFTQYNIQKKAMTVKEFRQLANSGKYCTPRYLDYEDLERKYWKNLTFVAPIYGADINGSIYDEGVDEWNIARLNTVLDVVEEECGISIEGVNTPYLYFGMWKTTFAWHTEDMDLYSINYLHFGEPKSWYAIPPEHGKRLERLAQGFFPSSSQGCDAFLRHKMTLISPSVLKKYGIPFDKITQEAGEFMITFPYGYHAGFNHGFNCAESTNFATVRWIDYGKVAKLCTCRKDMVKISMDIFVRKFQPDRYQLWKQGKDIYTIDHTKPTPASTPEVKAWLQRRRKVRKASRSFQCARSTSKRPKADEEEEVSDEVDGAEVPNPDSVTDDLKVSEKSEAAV
# proCasp7 act – procaspase-7 activators, primary screen, counter-screen for procaspase-3 activator project, biochemical, absorbance, HTS, human | Caspase-7 (Homo sapiens), P55210 | recombinant procaspase-7, Ac-DEVD-pNA absorbance 405 nm; D23A/D198A/D206A triple mutant, cannot self-cleave; scale: DMSO 0, 5 µM enzyme 100 | activation, % at 8.5 µM | actives 0.093% (n = 330,000) | AID 463210, 2010;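 active = percent activation above the screen-wide mean plus 3 SD, cut at about 25% in these data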
#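 buffer or medium = Zinc-free HEPES/NaCl buffer, pH 7.4 | material = Procaspase-7 triple mutant (PC-7 D3A) | input = 2 µM procaspase-7 mutant as dispensed | signal = Epi-absorbance of released pNA at 405 nm, two timepoints | timing = 1 h preincubation, 2 h reaction | replicates = singlicate compound testing | evaluation = % activation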
# PP5 primary – PP5 phosphatase inhibitors, primary screen, biochemical, fluorescence; actives 0.18% (n = 320,000); inhibition, % at 6.7 µM; Serine/threonine-protein phosphatase 5 (Homo sapiens), P53041; purified PP5c, OMFP substrate fluorescence;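 active = inhibition above the campaign's mean inhibition across all tested compounds plus 3 SD, cut at about 9.5% in these data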;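 note: 0% = DMSO only and 100% = 100 µM cantharidin control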
# Target sequence (P53041 whole entry, looked up): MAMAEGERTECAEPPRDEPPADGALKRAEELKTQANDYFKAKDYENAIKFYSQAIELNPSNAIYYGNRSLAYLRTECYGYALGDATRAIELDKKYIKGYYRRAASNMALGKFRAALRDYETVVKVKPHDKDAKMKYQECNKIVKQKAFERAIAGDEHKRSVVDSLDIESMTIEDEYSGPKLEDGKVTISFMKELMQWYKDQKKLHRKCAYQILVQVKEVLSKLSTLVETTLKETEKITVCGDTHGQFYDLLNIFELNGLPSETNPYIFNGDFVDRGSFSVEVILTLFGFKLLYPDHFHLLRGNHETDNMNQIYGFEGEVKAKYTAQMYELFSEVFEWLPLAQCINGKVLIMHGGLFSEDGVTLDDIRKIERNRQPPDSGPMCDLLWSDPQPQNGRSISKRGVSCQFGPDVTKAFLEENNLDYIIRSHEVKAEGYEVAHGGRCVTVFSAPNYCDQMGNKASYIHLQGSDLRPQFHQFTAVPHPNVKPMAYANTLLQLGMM
# Fh CTSL1 inh – Fasciola hepatica cathepsin L1 inhibitors, primary screen, counter-screen for PFM18AAP inhibitor project, biochemical, QFRET, fluorogenic peptide substrate; AID 1906, 2009; inhibition, % at 5.96 µM; recombinant F. hepatica cathepsin L1, Z-Leu-Arg-MCA fluorescence; actives 0.49% (n = 300,000);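 active = inhibition above the mean of all tested compounds plus 3 SD, set per screening campaign, cut at about 17% in these data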;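 note: 0% = plate median of test compound wells and 100% = 1 µM Z-Phe-Ala-diazomethylketone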
# TPT1 inh – Candida albicans TPT1 enzyme inhibitors, primary screen, biochemical, fluorescence polarization. actives 0.81% (n = 300,000). tRNA 2'-phosphotransferase TPT1 (Candida albicans SC5314). recombinant caTPT1, FP RNA substrate dephosphorylation. inhibition, % at 5 µM. AID 1962, 2009;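 active = inhibition above the mean of all tested compounds plus 3 SD, set per screening campaign, cut at about 24% in these data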;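 note: plate controls were DMSO alone for no effect and ferristatin control at 100 nM for full effect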
# PP1 counter – PP1-alpha phosphatase inhibitors, primary screen, counter-screen for PP5 inhibitor project, biochemical, fluorescence, OMFP substrate, single point; Serine/threonine-protein phosphatase PP1-alpha catalytic subunit (Homo sapiens), P62136; purified PP1alpha; inhibition, % at 6.7 µM; actives 0.9% (n = 320,000); AID 2235, 2010;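 active = inhibition above the mean inhibition of all tested compounds plus 3 SD, computed separately for each screening campaign, cut at about 15% in these data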
# * hit, by the source's call; . = no result given.
1: CCCCN1C(=N)N([C@@H](CN2CCC[C@H]2CN2C(N)=NC[C@@H]2Cc2ccccc2)C(C)C)C[C@H]1Cc1ccccc1
2: O=C(Nc1ccccc1Cl)C1C2CCC3C(CCC21)C3(Cl)Cl (configuration not stated)
3: O=C(CN1CCOCC1)Nc1c(Cl)cc(Cl)cc1Cl
4: CCOC(=O)[C@@H]1[C@H]2COc3cc(OC)ccc3[C@H]2N2C(=O)N(c3cccc(F)c3)C(=O)[C@@]12C
5: CCOc1ccc(C(=O)N2CCC3(CC2)NCCc2[nH]cnc23)cc1
6: O=C(c1cc(F)ccc1F)C1CCCN(C(=O)CCc2cnccn2)C1 (configuration not stated)
7: Cc1nn(-c2ccccc2)c(NC(=O)c2cccs2)c(-c2ccccc2Cl)c1=O
8: CC(=O)c1sc2nsc(SCCN3CCCC3)c2c1N
Assay by compound	1	2	3	4	5	6	7	8
core dimer inh	.	12	-2	.	-12	0	-5	-5
Efflux pump inh	0.2	-0.2	-0.3	0.4	0.1	0.0	-0.2	0.0
procasp3 activ	-1	-3	-3	5	13	-6	3	-12
JMJD2C inh	-98	0	35	5	3	14	.	-25
proCasp7 act	2	-3	7	-7	3	4	11	-24
PP5 primary	.	1.4	-1.1	.	1.6	-0.6	0.6	0.2
Fh CTSL1 inh	.	-2	-5	.	1	-2	-1	-2
TPT1 inh	.	1	-2	.	-4	-3	-2	-12
PP1 counter	.	2	-9	.	-2	-3	-7	1

9: Cc1ccccc1C(=O)NNC(=O)CSc1nnc(C)n1-c1ccccc1
10: Cc1ccccc1OCCNc1ccc(C(F)(F)F)cc1[N+](=O)[O-]
11: COC(=O)/C=c1/sc2n(c1=O)CCN=2
12: O=c1[nH]c2ccccc2nc1Cc1ccc(Cl)cc1
13: CCN(CC)S(=O)(=O)c1cccc(C(=O)/C=C2/N(C)c3ccccc3C2(C)C)c1
14: CC(NC(N)=O)C12CC3CC(CC(C3)C1)C2 (configuration not stated)
15: CC(=O)c1cccc(NC(=O)c2ccc(C(=O)Nc3cccc(C(C)=O)c3)nc2)c1
16: COc1cc(C(C)=O)ccc1Oc1ncnc2c1cnn2-c1ccccc1
Assay by compound	9	10	11	12	13	14	15	16
core dimer inh	4	2	3	-14	12	-5	0	-2
Efflux pump inh	0.2	0.1	0.1	0.4	0.0	-0.1	0.3	0.1
procasp3 activ	-1	-10	-1	10	-38	-5	4	-9
JMJD2C inh	-3	6	17	7	-2	2	-5	-4
proCasp7 act	3	-8	0	4	-25	3	10	0
PP5 primary	2.3	1.2	-2.3	2.4	0.7	0.1	-0.8	-2.0
Fh CTSL1 inh	0	3	5	4	1	-4	8	1
TPT1 inh	-3	-4	-2	-3	-2	0	-1	1
PP1 counter	-2	1	-3	1	1	-1	-1	-2

# Compound profiles, from the list above. Values in the order: core dimer inh | Efflux pump inh | procasp3 activ | JMJD2C inh | proCasp7 act | PP5 primary | Fh CTSL1 inh | TPT1 inh | PP1 counter
# `Cc1ccccc1OCCNc1ccc(C(F)(F)F)cc1[N+](=O)[O-]` is entered as 2 | 0.1 | -10 | 6 | -8 | 1.2 | 3 | -4 | 1
# `COC(=O)/C=c1/sc2n(c1=O)CCN=2` is entered as 3 | 0.1 | -1 | 17 | 0 | -2.3 | 5 | -2 | -3
# `Cc1ccccc1C(=O)NNC(=O)CSc1nnc(C)n1-c1ccccc1` is entered as 4 | 0.2 | -1 | -3 | 3 | 2.3 | 0 | -3 | -2

# The list continues.
17: CCCOc1ccccc1NS(=O)(=O)c1ccc2[nH]c(=O)[nH]c2c1
18: Cc1ccc(S(=O)(=O)NCC(=O)NCC(=O)N2CCN(c3ncccn3)CC2)cc1C
19: CC(C)CCn1c(N2CCN(c3cccc(Cl)c3)CC2)nc2c1c(=O)[nH]c(=O)n2C
20: CC(C)CN(C(=O)COC(=O)C(C)N1C(=O)c2ccccc2C1=O)c1c(N)n(Cc2ccccc2)c(=O)[nH]c1=O (configuration not stated)
21: COc1cc(NC(=S)Nc2ccc(Br)cc2Cl)c(OC)cc1Cl
22: COc1cc(CNc2ncc(-c3ccc(Br)cc3)n2C)cc(OC)c1O
23: COc1ccc(Cl)cc1NC(=O)CN(C)C(=O)c1cn(-c2ccccc2)nc1-c1cccnc1
24: CC(C)(C)c1ccc(S(=O)(=O)N2CCC(O)(c3ccc(Cl)cc3)CC2)cc1
Assay by compound	17	18	19	20	21	22	23	24
core dimer inh	3	-1	29	-3	-3	-7	1	4
Efflux pump inh	0.1	-0.1	0.5	0.0	0.1	0.0	0.1	0.0
procasp3 activ	10	-2	-3	-9	-8	-4	1	7
JMJD2C inh	3	-4	-39	3	0	-3	1	-9
proCasp7 act	0	-11	3	7	-23	4	3	9
PP5 primary	5.4	1.5	2.2	-0.1	0.4	2.0	-1.5	4.9
Fh CTSL1 inh	-1	-2	2	1	2	3	5	4
TPT1 inh	0	0	-3	4	1	1	-3	-3
PP1 counter	-2	4	2	-5	-3	0	-4	1

25: CCOc1ccc(NC(=O)CCC(=O)Oc2ccc(C)cc2)cc1
26: O=C(NNC(=O)c1ccc(Br)o1)c1ccc(NC(=O)c2ccccc2)cc1
27: CC(=O)Nc1nc(C)c(Oc2cccc(C(F)(F)F)c2)c(=O)[nH]1
28: CC(NC(=O)Cn1nc(-c2ccccc2)ccc1=O)c1ccccc1 (configuration not stated)
29: COC(=O)CNC(=O)COC(=O)/C=C/c1ccccc1[N+](=O)[O-]
30: CC(=O)NC(CCS(C)(=O)=O)C(=O)Nc1c(C)cccc1C (configuration not stated)
31: Cc1ccc(OCCCN2CCOCC2)cc1
32: COc1ccc(Cl)cc1CN1C(=O)NC2(CCCCCC2)C1=O
Assay by compound	25	26	27	28	29	30	31	32
core dimer inh	-3	2	0	-3	-3	-4	5	-4
Efflux pump inh	0.4	0.3	0.0	0.6	0.0	-0.1	0.0	0.0
procasp3 activ	1	-5	5	9	2	-1	-2	0
JMJD2C inh	-1	7	2	2	-3	0	-1	-12
proCasp7 act	-1	7	10	-3	2	7	0	-5
PP5 primary	3.0	-1.5	0.8	-0.5	-0.2	1.1	2.0	1.5
Fh CTSL1 inh	-7	2	-4	-2	-10	-3	0	3
TPT1 inh	-4	1	-1	-3	0	-1	1	-1
PP1 counter	2	2	-4	-1	-3	1	-8	0

# Fetched by structure from the list above:
21: COc1cc(NC(=S)Nc2ccc(Br)cc2Cl)c(OC)cc1Cl
4: CCOC(=O)[C@@H]1[C@H]2COc3cc(OC)ccc3[C@H]2N2C(=O)N(c3cccc(F)c3)C(=O)[C@@]12C
29: COC(=O)CNC(=O)COC(=O)/C=C/c1ccccc1[N+](=O)[O-]
Assay by compound	21	4	29
core dimer inh	-3	.	-3
Efflux pump inh	0.1	0.4	0.0
procasp3 activ	-8	5	2
JMJD2C inh	0	5	-3
proCasp7 act	-23	-7	2
PP5 primary	0.4	.	-0.2
Fh CTSL1 inh	2	.	-10
TPT1 inh	1	.	0
PP1 counter	-3	.	-3

# Remaining list, next part
33: O=C(CCC(=O)N1CCN(c2ccccn2)CC1)Nc1nnc(C2CCCCC2)s1
34: Cc1csc(=O)n1CC(=O)OCC(=O)N(CC(C)C)c1c(N)n(Cc2ccccc2)c(=O)[nH]c1=O
35: c1ccc2[nH]c3cc4ncnc4cc3nc2c1
36: CCOC(=O)C1(Cc2ccccc2C(F)(F)F)CCN(C2CCSC2)CC1 (configuration not stated)
37: CC(C)NC(=O)c1ccccc1N(Cc1ccccc1)S(C)(=O)=O
38: O=C(O)CC1(CC(=O)Nc2ccc(F)c(Cl)c2)CCCCC1
39: COc1ccc(/C=N/NC(=O)CCn2nnc3ccccc32)cc1
40: CN(CC(=O)Nc1ccc(N2CCOCC2)cc1)Cc1cc(=O)n2ccsc2n1
Assay by compound	33	34	35	36	37	38	39	40
core dimer inh	-1	2	-23	2	-2	9	3	-2
Efflux pump inh	0.0	0.0	0.2	0.0	-0.1	0.5	-0.1	0.4
procasp3 activ	4	10	0	4	4	-1	-2	-4
JMJD2C inh	0	2	6	-16	2	-10	-7	-15
proCasp7 act	-8	1	-19	9	13	-6	4	-5
PP5 primary	-0.5	0.7	1.2	-4.9	-1.7	2.2	-2.0	3.5
Fh CTSL1 inh	-1	-2	2	13	-1	-3	0	-5
TPT1 inh	-3	3	-99	-1	1	3	-1	2
PP1 counter	0	-5	-5	-6	-4	-5	-3	-5

41: Cc1ccc(NS(=O)(=O)c2cc3c4c(cccc4c2)C(=O)NC3=O)cc1
42: Oc1[nH]c2ccccc2c1N=Nc1nc2ccccc2s1
43: Cc1cccc(C(=O)OCC(=O)c2c(N)n(CC(C)C)c(=O)n(C)c2=O)c1O
44: CCC(C)(C)NC(=O)CN(C(=O)CNS(=O)(=O)c1ccccc1)c1ccccc1
45: O=C(Nc1nc(-c2ccc(-c3ccccc3)cc2)cs1)C1=COCCO1
46: O=C(O)CC(c1ccc(Cl)cc1)n1cccc1 (configuration not stated)
47: O=C(CSc1nc2ccccc2[nH]1)NC(=O)NCc1ccco1
48: CC(C)CC(=O)Nc1ccc2c(c1)OCO2
49: Cc1nc2nc(C)c(CCC(=O)N3CCc4ccccc43)c(C)n2n1
50: Cc1ccc2cc(CCNC(=O)C(=O)c3c[nH]c4ccccc34)c(=O)[nH]c2c1
51: NS(=O)(=O)c1ccc(CNC(=O)c2ccc3c(=O)n4c(nc3c2)CCC4)cc1
Assay by compound	41	42	43	44	45	46	47	48	49	50	51
core dimer inh	7	-19	-6	2	-7	-6	9	-3	-2	9	11
Efflux pump inh	-0.1	-0.2	0.1	0.1	0.1	-0.2	-0.2	0.3	0.3	0.0	0.0
procasp3 activ	-7	-2	-10	5	0	2	0	1	-2	7	2
JMJD2C inh	-1	11	13	-26	-3	1	-5	-2	5	31	1
proCasp7 act	0	2	2	6	-2	7	-4	5	11	-4	-1
PP5 primary	0.3	4.1	3.0	-1.2	0.8	0.8	1.6	1.4	3.8	2.6	-0.7
Fh CTSL1 inh	1	-1	-1	-4	3	-1	2	-2	-3	0	4
TPT1 inh	-3	10	-4	1	0	-4	-7	6	5	-3	0
PP1 counter	-3	1	0	-2	21*	0	-2	-3	-6	0	-5
